# Bioassay records as filed in PubChem BioAssay.
# VHR inh color: blocks the human dual specificity phosphatase VHR1; P51452; recombinant VHR phosphatase, colorimetric substrate read-out; inhibition, % at 20 µM; hit rate 0.7% among 50,000; AID 1992; in the data active = inhibition above about 60%; also: some results filed as inactive read as strong as hits
# Target sequence (P51452 whole entry, looked up): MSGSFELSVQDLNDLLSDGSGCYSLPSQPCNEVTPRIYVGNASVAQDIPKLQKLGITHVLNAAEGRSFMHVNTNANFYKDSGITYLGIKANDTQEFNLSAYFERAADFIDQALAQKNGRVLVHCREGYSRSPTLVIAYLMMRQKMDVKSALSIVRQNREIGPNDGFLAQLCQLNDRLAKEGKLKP
# Numbers without * were called inactive. These rows are one share of the data; count on the stated rates, not on these rows.
SMILES,VHR inh color
CC(Oc1ccccc1)C(=O)Nc1cccc([N+](=O)[O-])c1 (centres undefined),16
Cc1cc(Cl)ccc1OCC(=O)Nc1ccc(Cl)cn1,-6
O=C(CCCN1C(=O)c2cccc3cccc(c23)C1=O)Nc1ccc(OC(F)F)cc1,-24
COc1ccc(OC)c(NC(=O)CN(c2ccc(C)c(Cl)c2)S(C)(=O)=O)c1,6
O=C1c2ccccc2C(=O)N1c1ncc(Cc2ccc(Br)cc2)s1,1
CCN(Cc1ccccc1)C(=O)CN1C(=O)c2ccccc2C1=O,-11
CCOc1cccc(NC(=O)/C(C#N)=C/c2cn(CC(=O)Nc3ccccc3)c3ccccc23)c1,-1
COc1ccc(C(=O)Nc2ccccc2C(N)=O)cc1[N+](=O)[O-],-18
COc1ccc(-c2ccc(/C=C3/C(=O)NC(=O)N(c4ccccc4)C3=O)o2)c([N+](=O)[O-])c1,81*
COc1ccc2oc(C)c(C(=O)O)c2c1,-23
CC(=O)c1c(N2CCCC2)nc(=S)n(-c2ccccc2)c1C,2
Cc1ccc(C(C)C)c(OCC(=O)Nc2ccc(Cl)c(NC(=O)c3ccco3)c2)c1,1
CC(=O)Oc1ccc(/C=C(\NC(=O)c2ccccc2)C(=O)NCC(=O)OCc2ccccc2)cc1,-10
O=C1C2C3C=CC(CC3)C2C(=O)N1/N=C/c1ccccc1I (centres undefined),1
CC1=C(C(=O)OCc2ccccc2)C(c2ccc([N+](=O)[O-])cc2)CC(=O)N1 (centres undefined),-9
O=C(Nc1nccs1)c1ccc2c(c1)C(=O)N(c1ccc(Cl)cc1)C2=O,-6
O=C(/C=C/c1cccs1)OCCNC(=O)c1cccnc1,-4
CCSc1nnc(NC(=O)CCCOc2ccc(Cl)cc2Cl)s1,-9
CCN(c1ccccc1)S(=O)(=O)c1ccc(OC)cc1,-6
CCCC(=O)Nc1c(C)n(C)n(-c2ccccc2)c1=O,8
NC(=O)c1ccc(NC(=O)c2ccc(Cl)c(Cl)c2)cc1,-31
COc1cccc(NC(=O)C2CC(=O)N(c3ccc(Cl)cc3)C2)c1 (centres undefined),-8
Cc1ccc(-c2noc(-c3cccc([N+](=O)[O-])c3C)n2)cc1,7
CCOc1ccc(/C=C2\C(=O)NC(=O)N(c3ccc(Cl)cc3)C2=O)cc1Cl,-6
COc1ccccc1Nc1nc(-c2cc3ccccc3oc2=O)cs1,-4
Cc1ccc(NC(=O)c2ccc(-c3ccc(Cl)cc3)o2)c([N+](=O)[O-])c1,-11
CS(=O)(=O)N(Cc1ccccc1)c1ccccc1C(=O)O,20
Cc1ccccc1/C=C1\C(=O)NC(=S)N(c2cccc(Br)c2)C1=O,93
Cc1cc(C)nc(SCC2COc3ccccc3O2)n1 (centres undefined),-5
CCc1ccccc1N=CC1=C(O)CC(c2ccccc2)CC1=O (centres undefined),8
CC(=O)Oc1ccc2c3c(c(=O)oc2c1OC(C)=O)CCCC3,-4
O=C(NCCCNc1ccc([N+](=O)[O-])cc1)C(c1ccccc1)c1ccccc1,3
COc1ccc(C(=O)Nc2ccc3oc4ccc(NC(=O)c5ccc(OC)cc5)cc4c(=O)c3c2)cc1,-5
CCOC(=O)CNC(=O)c1cc(C(=O)OC)cc([N+](=O)[O-])c1,-53
COc1ccc(NS(=O)(=O)c2ccc(OC)c(OC)c2)cc1,3
Cc1cccc(NS(=O)(=O)c2cc(C(C)(C)C)c(F)c(C(C)(C)C)c2)n1,-14
CCN1C(=O)/C(=C\c2cn(CCOc3ccccc3)c3ccccc23)SC1=S,-10
CC(C)(C)CC(C)(C)NC(=O)CSc1nnc(-c2ccco2)n1-c1ccccc1,20
COC(=O)C1=CNC=C(C(=O)OC)C1c1ccc(C(=O)OC)cc1,1
Cc1ccccc1NC(=O)C1C2C=CC(C3CC23)C1C(=O)O (centres undefined),-3
COc1ccc(/C=C/C(=O)Nc2ccc([N+](=O)[O-])cc2)cc1,-20
COc1cc2c(cc1OC)C(CN1C(=O)c3ccccc3C1=O)=NC(C)(C)C2,-6
Cc1ccc(C(C)C)c(OCC(=O)Nc2ccc(-c3nc4ncccc4o3)cc2)c1,-22
Cc1ccc(S(=O)(=O)Nc2ccc3c(c2)oc2ccccc23)cc1,10
CCOC(=O)c1c(NC(=O)OC)sc(C)c1CC,-7
Cc1cccc(NC(=O)c2ccccc2C(F)(F)F)c1C,-17
Cc1ccc(NC(=O)/C(=C\c2ccco2)NC(=O)c2ccccc2I)cc1,1
COc1ccc(N(CC(=O)Nc2cccc(Br)c2)S(=O)(=O)c2ccc(C)cc2)cc1,-1
COc1cc(OC)c(/C=C2/C(C)=C(C#N)c3nc(N)c(C#N)c(C)c32)cc1Br,-3
CC(=O)CC(=O)Nc1ccc(-c2ccc(NC(=O)CC(C)=O)c(C)c2)cc1C,4
COc1ccc(N2C(=O)c3ccc(C(=O)Nc4cccc(O)c4)cc3C2=O)cc1,24
Fc1ccc(/C=N/Nc2nnc(-c3ccccc3)c(-c3ccccc3)n2)cc1,-8
Cc1ccc(S(=O)(=O)NC(=O)NC(C)(C)C)cc1,-24
CNC1(c2ccc(OC)cc2)Oc2ccccc2C(C#Cc2ccccc2)=C1C (centres undefined),-30
COC(=O)CN(c1ccccc1F)S(C)(=O)=O,-26
Cc1ccc(S(=O)(=O)NCCSCc2ccccc2Cl)cc1[N+](=O)[O-],-17
OC(CN1CCCCC1)CN1CCCCC1,-2
O=c1oc2cc(OCc3ccc(F)cc3)c(Cl)cc2c2c1CCC2,-28
COc1ccc(-c2cc(C(=O)NC3CCCCC3)c3ccccc3n2)c(OC)c1,-3
CC(C)CCNC(=O)c1ccc([N+](=O)[O-])cc1Cl,-9
# (further entries)
SMILES,VHR inh color
O=C(Nc1ccc(Cl)c(Cl)c1)c1cc2cc(Br)ccc2oc1=O,6
COc1ccc(Br)cc1C(=O)Nc1cccc(C(F)(F)F)c1,1
COc1ccc(C(=O)Oc2cc(C(=S)N3CCOCC3)ccc2OC)cc1,28
Cc1ccc(-n2nc3cc(C)c(NC(=O)c4cc(Cl)ccc4Cl)cc3n2)cc1,-28
Cc1ccnc(SCC(=O)Nc2ccccc2)n1,-19
CCOC(=O)/C(=N/O)C1=NC2(CCCCC2)Cc2ccccc21,-22
CC1CCCC(C)N1C(=O)CCN1C(=O)c2ccccc2C1=O (centres undefined),-17
Cc1cc(C)nc(NC(N)=NC2CCCCCC2)n1,-8
CC(=O)Nc1ccc2oc(-c3ccccc3)nc2c1,-11
O=C(Nc1ccc(Nc2ccccc2)cc1)c1cccc(I)c1,-6
O=C1/C(=C\c2ccco2)CC2CC1C/C(=C/c1ccco1)C2=O,-10
COc1ccccc1C(=O)N1CCN(Cc2ccc([N+](=O)[O-])cc2)CC1,-14

# Reprinted from the part before: seven entries; new compounds follow.
SMILES,VHR inh color
CCOC(=O)/C(=N/O)C1=NC2(CCCCC2)Cc2ccccc21,-22
CC1CCCC(C)N1C(=O)CCN1C(=O)c2ccccc2C1=O (centres undefined),-17
Cc1cc(C)nc(NC(N)=NC2CCCCCC2)n1,-8
CC(=O)Nc1ccc2oc(-c3ccccc3)nc2c1,-11
O=C(Nc1ccc(Nc2ccccc2)cc1)c1cccc(I)c1,-6
O=C1/C(=C\c2ccco2)CC2CC1C/C(=C/c1ccco1)C2=O,-10
COc1ccccc1C(=O)N1CCN(Cc2ccc([N+](=O)[O-])cc2)CC1,-14
O=C(CCc1ccccc1)N1N=C(c2ccc(Cl)cc2)CC1(O)C(F)(F)F (centres undefined),-21
CCc1ccccc1NC(=O)c1cc2cc(OC)ccc2oc1=O,18
CCOC(=O)c1c(C)oc2cc(Cl)c(OC)c(OC)c12,-11
N#Cc1cc2c(nc1SCC(=O)Nc1ccc(S(N)(=O)=O)cc1)CCCC2,-8
CC1=C(C(=O)OCCc2ccccc2)C(c2ccc([N+](=O)[O-])cc2)NC(=O)N1C (centres undefined),1
O=C(Nc1ccccc1)c1ccccc1N=Cc1cc(Cl)cc(Cl)c1O,-4
CN(C)S(=O)(=O)c1ccc(C(=O)Nc2ccc(Cl)cc2)cc1,-14
O=C(COc1ccc(Cl)cc1)N1CCN(Cc2cccc(F)c2)CC1,9
Cc1ccccc1NC(=O)CN(c1ccc(Br)cc1)S(C)(=O)=O,5
Cc1ccc(N2C(=O)CC(NCCc3ccccn3)C2=O)cc1 (centres undefined),-4
CSc1nc2ccc(N3C(=O)c4ccccc4C3=O)cc2s1,-16
CS(=O)(=O)N(Cc1ccc(Cl)cc1)c1ccc(C(=O)O)cc1,7

# Quoted from above (three entries):
SMILES,VHR inh color
O=C(CCc1ccccc1)N1N=C(c2ccc(Cl)cc2)CC1(O)C(F)(F)F (centres undefined),-21
CCc1ccccc1NC(=O)c1cc2cc(OC)ccc2oc1=O,18
CCOC(=O)c1c(C)oc2cc(Cl)c(OC)c(OC)c12,-11

# Remaining list, next part
SMILES,VHR inh color
CCc1ccc(NC(=O)c2ccc(Cl)cc2Cl)cc1,-9
CC(C)N1CCC(=NNC(=O)C2CC2)CC1,-13
COc1ccc(CCNC(=O)Cc2ccc(Cl)cc2)cc1,3
O=C(CSc1nc2ccccc2[nH]1)Nc1ccc(Cl)c(Cl)c1,-4
O=C(Nc1cccc(F)c1)c1cccc(F)c1,-4
O=C(NN1C(=O)S/C(=C\c2ccccc2O)C1=O)c1ccc([N+](=O)[O-])cc1,-2
COc1ccc(C2N(Cc3ccccc3)CCN2Cc2ccccc2)cc1OC,2
COc1ccc(OCC(=O)Nc2c(C)n(C)n(-c3ccccc3)c2=O)cc1,1
Cc1c(C=O)c(=O)oc2c3c4c(cc12)CCCN4CCC3,12
CCOc1ccccc1C(=O)Nc1nc(-c2ccc(C)cc2C)cs1,52
CNC(=O)CN(c1ccc(C)cc1)S(=O)(=O)c1ccc(SC)cc1,-42
CCOc1ccc(NC(=O)c2c(N)sc(-c3ccccc3)c2C)cc1,2

# Among those listed so far, seven have bromine.
SMILES,VHR inh color
O=C1c2ccccc2C(=O)N1c1ncc(Cc2ccc(Br)cc2)s1,1
Cc1ccccc1/C=C1\C(=O)NC(=S)N(c2cccc(Br)c2)C1=O,93
COc1ccc(N(CC(=O)Nc2cccc(Br)c2)S(=O)(=O)c2ccc(C)cc2)cc1,-1
COc1cc(OC)c(/C=C2/C(C)=C(C#N)c3nc(N)c(C#N)c(C)c32)cc1Br,-3
O=C(Nc1ccc(Cl)c(Cl)c1)c1cc2cc(Br)ccc2oc1=O,6
COc1ccc(Br)cc1C(=O)Nc1cccc(C(F)(F)F)c1,1
Cc1ccccc1NC(=O)CN(c1ccc(Br)cc1)S(C)(=O)=O,5

# Later entries
SMILES,VHR inh color
O=[N+]([O-])c1cc(N[C@@H]2O[C@H](CO)[C@@H](O)[C@H](O)[C@@H]2O)ccc1Cl,-1
COc1ccc(-c2noc(-c3cccc(Br)c3)n2)cc1,-16
C=CCc1cc(/C=C2/C(=O)NC(=O)N(c3ccc(OC)cc3)C2=O)cc(OC)c1O,21
COC(=O)C1=C(C)N2C(=O)CSC2=NC1c1ccc2c(c1)OCO2 (centres undefined),-52
COC(=O)C1=C(C)NC(C)=C(C(=O)OC)C1/C=C/c1ccccc1,-3
COc1ccc(C(=O)N2CCN(c3ccc([N+](=O)[O-])cc3)CC2)cc1Br,-12
Cc1ccn(S(=O)(=O)c2ccc(N3CCCC3=O)cc2)n1,-16
O=[N+]([O-])c1ccc(C=NC23CN4CN(CN(C4)C2)C3)s1,-3
O=C1c2cccc3cccc(c23)C(=O)N1Cc1ccc2c(c1)OCO2,-30
Cc1ccc(C(=O)Nc2ccccc2Oc2ccccc2)o1,14
CCOC(=O)/C(C#N)=C/c1sccc1C,-4
COc1cc(NC(=O)COc2cc(C)ccc2C(C)C)ccc1NC(=O)c1ccco1,7
Cc1cc(NC(=O)CN2C(=O)S/C(=C\c3ccccc3)C2=O)no1,-37
CSc1nnc2c(n1)OC1(CCCCC1)Nc1ccccc1-2,-20
CCCCOC(=O)c1ccc(NC(=O)c2cc(I)ccc2Cl)cc1,-17
O=C(Nc1ccccc1Br)C1CC(=O)N(c2ccccc2)C1 (centres undefined),-10
COC(=O)C1=C(C)NC(C)=C(C(=O)OC)C1c1cn(-c2ccccc2)nc1-c1ccco1,-4
CCOc1ccc(N2C(=O)/C(=C/c3ccc(I)o3)C(=O)NC2=S)cc1,85*
CCOc1ccc(NC(=O)c2ccc(C#CC(C)(C)O)cc2)cc1,7
C=CCN1C(=O)/C(=C\c2ccc(-c3ccc(F)c(Cl)c3)o2)SC1=S,-8
COC(=O)C1CCC(c2ccccc2)CC1 (centres undefined),5
CC(=O)Oc1ccc2c(C)cc(=O)oc2c1C,10
CCOc1cc(OCC)cc(C(=O)Nc2ccc(C)cc2[N+](=O)[O-])c1,27
CCOC(=O)c1c(NC(=O)C(C)Oc2ccc(OC)cc2)sc2c1CCC(C)C2 (centres undefined),13
O=[N+]([O-])c1ccc(-c2nc(Cc3ccccc3)no2)cc1,-7
COc1ccc(OC)c(N2C(=O)NC(=O)C(=Cc3cccs3)C2=O)c1,10
CC(C)CN(CC(C)C)C(=O)/C=C/c1ccccc1,5
O=C1/C(=C\c2cccs2)CC2CC1C/C(=C/c1cccs1)C2=O,2
Cc1ccc(C)c(Nc2nc(-c3ccncc3)nc3ccccc23)c1,2
COCc1cccc(N2C(=O)c3cccc([N+](=O)[O-])c3C2=O)c1,-12
O=S1(=O)CCC(NC(=S)N/N=C/c2ccc(-c3ccc(Br)cc3)o2)C1 (centres undefined),-7
COc1ccc(OC)c(N(CC(=O)Nc2ccc(C)cc2C)S(C)(=O)=O)c1,1
COc1ccc(CCNC(=O)N2C(=O)C=CC2=O)cc1OC,-3
Cc1cccc([N+](=O)[O-])c1N=Cc1ccc(N(C)C)cc1,0
O=C(N/N=C\c1cc(Br)ccc1O)c1cnccn1,31
O=C(/C=C/c1ccc(OC2CSC2)cc1)c1ccc2c(c1)OCCO2,-49
O=[N+]([O-])c1cc2c(cc1CNCCc1c[nH]c3ccccc13)OCO2,-6
Oc1ccc(Cl)cc1/C=N/Nc1cc(N2CCCC2)nc(N2CCCC2)n1,-12
COc1ccc(CCN=CC2=C(O)CC(C)(C)CC2=O)cc1OC,-1
O=C(N/N=C/c1ccc(Sc2nnnn2-c2ccccc2)o1)c1ccccc1O,2
Cc1cc(OCC(=O)Nc2ccc(Br)cn2)cc(C)c1Cl,-1
CCC(=O)Nc1cccc(NC(=O)c2ccc(Cl)c(Cl)c2)c1,16
CCOC(=O)c1sc(NC(=O)COc2ccc(C)cc2C)c(C(=O)OCC)c1C,-4
CCOC(=O)C(CCCOc1ccc(C)cc1C)C(=O)OCC,-9
